EphA4 KYL inhibition: inhibitors of EphA4 binding to KYL peptide, primary screen, biochemical, colorimetric, mouse EphA4 (AID 689) | Ephrin type-A receptor 4 (Mus musculus) | EphA4-AP binding to KYL peptide, pNPP A405; higher % means a stronger effect | inhibition, % at 10 µM; hits with a dose series show IC50 in µM | hit rate 0.1% among 62,000; in the data active = a potency from the dose series; inactive = the rest, 99 in 100 with inhibition below about 22%
* hit, by the source's call.

EphA4 KYL inhibition	SMILES
-13%	CS(=O)(=O)N1CCN(Cc2ccccc2[N+](=O)[O-])CC1
-10%	O=C(NCCN1CCNCC1)C(=O)Nc1ccc(Br)cc1
-10%	COc1ccc(-c2nc(-c3ccc(NC(=O)c4ccc(Br)o4)cc3)no2)cc1OC
-17%	CC1(Cc2cn(CCC#N)c3ccccc23)OCCO1
-4%	CCOC(=O)C(Oc1ccc(=O)[nH]n1)C(C)=O (stereo not drawn)
-6%	C/C=C/Cn1c(SCc2ccccc2)nc2c1c(=O)[nH]c(=O)n2C
-9%	Cc1c(OCC(N)=O)ccc2c1oc(=O)c1ccccc12
6%	O=C(CSc1nnc2c(n1)[nH]c1ccccc12)Nc1ccccc1
-8%	N#Cc1ccccc1NC(=O)COC(=O)c1ccc(S(=O)(=O)N2CCCC2)cc1
-7%	Cc1nn(-c2ccccc2)c(C)c1/C=N/NC(=O)CSc1nc2ccccc2c(=O)n1-c1ccc(Br)cc1
7%	O=C1NC(=S)S/C1=C\c1ccc(Oc2ccc([N+](=O)[O-])cn2)cc1
4%	Cc1ncc2c(c1OC(=O)c1ccccc1)COC(C)(C)OC2
1%	C=CCNc1oc(COc2ccc(C)cc2)nc1C#N
-12%	CN1C(=C2C(=O)OC(C)(C)OC2=O)Sc2ccccc21
-4%	O=C(O)CNC1=NCCC1
-22%	Cc1ccc(-n2ncc3c(Nc4c(C)n(C)n(-c5ccccc5)c4=O)ncnc32)c(C)c1
5%	COCCCn1c(=N)c(C(=O)NCc2ccc3c(c2)OCO3)cc2c(=O)n3ccccc3nc21
-12%	CN1CCN(NC(=O)CN2C(=O)/C(=C/c3c(Cl)cccc3Cl)SC2=S)CC1
-2%	COc1ccc(CC(=O)O/N=C(\N)c2ccc([N+](=O)[O-])cc2)cc1OC
0%	COc1ccc(NC(=O)CSc2nnc(C3CC3)n2-c2ccccc2)cc1
-1%	CCCOc1cccc(C(=O)Nc2ccc(C)cc2[N+](=O)[O-])c1
-3%	O=C1NC(=S)N/C1=C\c1ccccc1OCc1ccc([N+](=O)[O-])cc1
-3%	COc1ccc(C=O)cc1OCc1ccccc1
-25%	CCOC(=O)c1ccc(S(=O)(=O)n2c(CN3CCCCC3)nc3ccccc32)cc1
8%	CC1CC(C)CN(C(=O)CSC2=Nc3ccccc3C3=NC(Cc4c[nH]c5ccccc45)C(=O)N23)C1 (stereo not drawn)
-12%	CCN(CC)CCOC(=O)c1c(C)n(C)c2ccc(OC)cc12
-7%	O=C(NCCN1CCN(S(=O)(=O)c2ccccc2)CC1)C(=O)Nc1ccc(Br)cc1
0%	C=CCn1c(SCC(=O)Nc2cc3oc4ccccc4c3cc2OC)nnc1-c1cnccn1
-30%	O=S(=O)(c1ccc(S(=O)(=O)N2CCN(Cc3ccccc3)CC2)cc1)N1CCOCC1
-5%	CCOC(=O)c1ccc(S(=O)(=O)N2CCC(C(=O)OCC)CC2)cc1
-9%	CC1(C)CC(=O)C(C=NCCN2CCN(C(=S)Nc3ccccc3)CC2)=C(O)C1
-4%	O=C1C2C3C=CC(C3)C2C(=O)N1/N=C/c1cc(Br)c(O)cc1O (stereo not drawn)
-5%	COC(=O)CCC(=O)Nc1c(C)cc(C)cc1C
-17%	CCN(CC)C(=O)C1=C(C)NC(=S)NC1c1cn(-c2ccccc2)nc1-c1ccc(Cl)cc1 (stereo not drawn)
-6%	Cn1c(=O)c2c(nc(Br)n2Cc2ccc3ccccc3c2)n(C)c1=O
-18%	Cn1c(Cl)c(C(=O)Nc2ccc(Cl)cc2)c2ccccc21
28%	COc1ccc(S(N)(=O)=O)cc1C(=O)NCC1(N2CCCCC2)CCCCC1
5%	CCn1c(=N)c(C(=O)OC)cc2c(=O)n3ccccc3nc21
-16%	O=C(NC1CCCC1)c1cnn2c(C(F)(F)F)cc(-c3ccco3)nc12
-11%	O=C(Nc1cccc2ncccc12)C(Cl)(Cl)Cl
0%	CSc1nsc(SCC(=O)Nc2ccc(C(C)=O)cc2)n1
-18%	Cc1nn(-c2ccc(C(=O)O)cc2)c(C)c1Oc1ccccc1O
-16%	CC(Oc1ccccc1)C(=O)Nc1ccc(S(=O)(=O)N2CCOCC2)cc1 (stereo not drawn)
-25%	Cc1ccc2cccc(SCC(=O)NCc3ccco3)c2n1
-16%	COC(=O)c1sccc1-c1ccc(/C=N/OC(=O)c2ccccc2)o1
-10%	CCOC(=O)Cc1cc(-c2ccc(O)cc2)nc2ccc3ccccc3c12
-16%	CCOC(=O)C1CCN(c2ncnc3c2oc2ccccc23)CC1
-8%	COc1ccccc1N1CC=C(c2cccc([N+](=O)[O-])c2)NC1=O
-2%	Cc1cc2c(c(=O)o1)C(c1ccc([N+](=O)[O-])cc1)C(C#N)=C(N)O2 (stereo not drawn)
-2%	COc1cc(NC(=O)C2CCCN2S(=O)(=O)c2ccc3c(c2)CCC(=O)N3)cc(OC)c1 (stereo not drawn)
10%	O=C(O)CCCN1C(=O)/C(=C/c2ccc3c(c2)OCO3)SC1=S
-2%	CC(O)CNC(=O)C1CC(=O)N(c2ccc(Br)cc2)C1 (stereo not drawn)
-5%	CCOc1ccc(NC(=O)CCSc2nnc(C)s2)cc1
-3%	Cc1cc(/C=N/n2cnnc2)c(C)n1-c1ccc(C(=O)O)cc1
-17%	Cc1nc(NC(=O)CSc2nnnn2Cc2ccccc2)sc1C
1%	Cn1nnc2sc3c(c2c1=O)CCCC3
-10%	Cc1ccc2nc(NC(=O)c3ccco3)sc2c1
-7%	CO/C([O-])=N/c1c[n+](-c2ccc(Cl)cc2)no1
-6%	CC1CCCN(C(=O)Cn2c(=O)oc3ccccc32)C1 (stereo not drawn)
-17%	CCOC(=O)c1cc(-c2ccc(Cl)cc2)nc2c1c(C)nn2CCC#N

Going on with the list:
EphA4 KYL inhibition	SMILES
-4%	CCc1nnc(NC(=O)c2ccc(S(=O)(=O)N3CCCCC3C)cc2)s1 (stereo not drawn)
7%	NNC(=O)c1cccc(COc2cccc(Br)c2)c1
-6%	Brc1cnc(N2CCCC2)nc1N1CCCCC1
-1%	COc1ccc(Cl)cc1NC(=O)C1=C(C)NC(=S)NC1c1ccc(F)cc1 (stereo not drawn)
-31%	O=C(O)c1sccc1SCc1ccc(Cl)cc1Cl
-4%	O=C(c1cc(-c2ccncc2)nc2ccccc12)N1CCN(c2ccccn2)CC1
-6%	COCCNC(=O)COC(=O)CSCc1nc2ccccc2s1
-29%	CCN(CC)CCCOc1nc(C)nc2c1oc1ccccc12
0%	C=CCN1C(=O)/C(=C/c2ccccc2OCc2ccc([N+](=O)[O-])cc2)SC1=S
-13%	O=C(NC(=S)Nc1nc(-c2ccccc2)cs1)c1ccco1
-6%	CCN(CC)C(=O)CN(c1ccc(OC)c(Cl)c1)S(=O)(=O)c1ccccc1
15%	CCOc1cc(C2NC(=O)NC(C)=C2C(=O)OCc2ccccc2)ccc1O (stereo not drawn)
-3%	CCn1c2ccccc2c2cc(/C=N/n3cnnc3)ccc21
2%	Cc1ccc(CSc2nnc(C(F)(F)F)n2Cc2ccc(F)cc2)cc1
-1%	O=c1c[n+]([O-])c2ccccc2n1OCc1ccccc1
-16%	COc1ccccc1C1CC(=O)NC(C)=C1C(=O)OCC(C)C (stereo not drawn)
33%	O=C(COC(=O)c1ccc2c(c1)OCCO2)NCCC1=CCCCC1
-7%	O=C(CN1CCN(c2ccc(Cl)cc2)CC1)Nc1cccc(F)c1
-9%	CCOC(=O)C(C#N)=C1CCCCCC1
-16%	O=C(CSc1nnc(-c2cccs2)o1)OC1CCCCC1
-4%	CSc1ccc(CNC2CC2)cc1
-12%	CCOC(=O)c1cnc(-n2cc(C)cn2)nc1NCc1ccc2c(c1)OCO2
-8%	O=C(C1CCN(S(=O)(=O)c2cnc[nH]2)CC1)N1CCn2c1nc1ccccc12
1%	CSCC[C@H](NC(=O)NCCc1ccc(F)cc1)C(=O)O
-13%	C=CCNc1ccc(F)c(F)c1N1CCCCCC1=O
7%	O=C(c1ccco1)N1CCN(C(=O)N2CCOCC2)CC1
-4%	CN(C)S(=O)(=O)c1ccc(C(=O)NCc2ccccc2)cc1
6%	O=C(O)CSC1CC(=O)N(c2cccc(Cl)c2)C1=O (stereo not drawn)
-1%	O=C(N1CCCCCC1)N1CCN(S(=O)(=O)c2ccccc2)CC1
-4%	COc1ccc(-n2c(=O)c3ccccc3n(CC(=O)NC3CCCCC3)c2=O)c(OC)c1

5 structures from above, arranged by count of non-hydrogen atoms, rising:
EphA4 KYL inhibition	SMILES
-6%	Brc1cnc(N2CCCC2)nc1N1CCCCC1
1%	CSCC[C@H](NC(=O)NCCc1ccc(F)cc1)C(=O)O
-13%	O=C(NC(=S)Nc1nc(-c2ccccc2)cs1)c1ccco1
0%	C=CCN1C(=O)/C(=C/c2ccccc2OCc2ccc([N+](=O)[O-])cc2)SC1=S
-4%	O=C(c1cc(-c2ccncc2)nc2ccccc12)N1CCN(c2ccccn2)CC1

(cont.)
EphA4 KYL inhibition	SMILES
8%	COc1cc(/C=c2\sc3nc4ccccc4n3c2=O)ccc1OC(=O)c1ccc(F)cc1
-8%	O=C(CSc1nnc(Cc2ccccc2)o1)NCCN1C(=O)CSC1=O
-2%	COc1cccc(C(=O)N(Cc2cc3cc(C)ccc3[nH]c2=O)C(C)C)c1
1%	CC(=O)c1cccc(NC(=O)CCNS(=O)(=O)c2cccc(C(C)=O)c2)c1
-8%	CCOC(=O)c1ccc(N2C(=O)c3n[nH]c(C)c3C2c2ccco2)cc1 (stereo not drawn)
-2%	Cn1nc(CC(=O)Nc2cccc3ncccc23)c2ccccc2c1=O
5%	COc1ccc(NC(=O)COc2ccc3ccccc3c2)c([N+](=O)[O-])c1
-13%	Cc1ccc2nsnc2c1NS(=O)(=O)c1c(C)ccc2nsnc12
-4%	CN(C(=O)COC(=O)C1c2ccccc2Oc2ccccc21)C1CCS(=O)(=O)C1 (stereo not drawn)
-7%	C=CCc1ccc(OCCn2cccc2C=O)c(OC)c1
0%	COc1ccccc1NC(=O)C1CCN(c2ncccn2)CC1
-1%	CC(=O)c1c(C)[nH]c(C(=O)Nc2cc(C)cc(C)c2)c1C
-15%	COCCNC(=O)C(c1ccco1)N(Cc1ccc(OC)cc1)C(=O)Cn1nnc2ccccc21 (stereo not drawn)
-10%	COc1cc(/C=C2\C(=O)NN(c3ccccc3)C2=O)ccc1OCCOc1ccc(C)cc1
-7%	Cc1ccc(N2CCN(C(=O)CCc3nc4ccccc4[nH]3)CC2)c(C)c1
-2%	Cn1cnnc1SCc1ccccc1Br

Entries shown so far that contain an aryl methoxy group:
EphA4 KYL inhibition	SMILES
-10%	COc1ccc(-c2nc(-c3ccc(NC(=O)c4ccc(Br)o4)cc3)no2)cc1OC
-2%	COc1ccc(CC(=O)O/N=C(\N)c2ccc([N+](=O)[O-])cc2)cc1OC
0%	COc1ccc(NC(=O)CSc2nnc(C3CC3)n2-c2ccccc2)cc1
-3%	COc1ccc(C=O)cc1OCc1ccccc1
-12%	CCN(CC)CCOC(=O)c1c(C)n(C)c2ccc(OC)cc12
0%	C=CCn1c(SCC(=O)Nc2cc3oc4ccccc4c3cc2OC)nnc1-c1cnccn1
28%	COc1ccc(S(N)(=O)=O)cc1C(=O)NCC1(N2CCCCC2)CCCCC1
-8%	COc1ccccc1N1CC=C(c2cccc([N+](=O)[O-])c2)NC1=O
-2%	COc1cc(NC(=O)C2CCCN2S(=O)(=O)c2ccc3c(c2)CCC(=O)N3)cc(OC)c1 (stereo not drawn)
-1%	COc1ccc(Cl)cc1NC(=O)C1=C(C)NC(=S)NC1c1ccc(F)cc1 (stereo not drawn)
-6%	CCN(CC)C(=O)CN(c1ccc(OC)c(Cl)c1)S(=O)(=O)c1ccccc1
-16%	COc1ccccc1C1CC(=O)NC(C)=C1C(=O)OCC(C)C (stereo not drawn)
-4%	COc1ccc(-n2c(=O)c3ccccc3n(CC(=O)NC3CCCCC3)c2=O)c(OC)c1
8%	COc1cc(/C=c2\sc3nc4ccccc4n3c2=O)ccc1OC(=O)c1ccc(F)cc1
-2%	COc1cccc(C(=O)N(Cc2cc3cc(C)ccc3[nH]c2=O)C(C)C)c1
5%	COc1ccc(NC(=O)COc2ccc3ccccc3c2)c([N+](=O)[O-])c1
-7%	C=CCc1ccc(OCCn2cccc2C=O)c(OC)c1
0%	COc1ccccc1NC(=O)C1CCN(c2ncccn2)CC1
-15%	COCCNC(=O)C(c1ccco1)N(Cc1ccc(OC)cc1)C(=O)Cn1nnc2ccccc21 (stereo not drawn)
-10%	COc1cc(/C=C2\C(=O)NN(c3ccccc3)C2=O)ccc1OCCOc1ccc(C)cc1

Compound activity: PubChem, Sanford-Burnham Center for Chemical Genomics

These rows are one share of the data; rates above refer to the full screens.
